From PubChem
PPARg SRC2 recr = agonists of PPARg-SRC-2 recruitment, primary screen, biochemical, HTS; PPARgamma LBD-SRC-2 recruitment; activation, % at 8 µM; actives 0.34% (n = 200,000); in the data active = activation above about 22%;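 also: 0% = vehicle and 100% = reference agonist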
ROMK mod = ROMK potassium channel modulators, primary screen, cell-based, thallium flux, MLSMR library; ATP-sensitive inward rectifier potassium channel 1 (Homo sapiens), P48048; Tet-inducible ROMK, thallium flux fluorescence; actives lie on both sides; B-score at 10 µM; actives 2% (n = 130,000);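 active = signal ratio slope over the read window, or its plate-corrected B-score, at least 3 SD from the plate mean, either direction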;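 also: B-score of the F/F0 ratio slope over 7 to 12 s after thallium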
Target sequence (P48048 whole entry, looked up): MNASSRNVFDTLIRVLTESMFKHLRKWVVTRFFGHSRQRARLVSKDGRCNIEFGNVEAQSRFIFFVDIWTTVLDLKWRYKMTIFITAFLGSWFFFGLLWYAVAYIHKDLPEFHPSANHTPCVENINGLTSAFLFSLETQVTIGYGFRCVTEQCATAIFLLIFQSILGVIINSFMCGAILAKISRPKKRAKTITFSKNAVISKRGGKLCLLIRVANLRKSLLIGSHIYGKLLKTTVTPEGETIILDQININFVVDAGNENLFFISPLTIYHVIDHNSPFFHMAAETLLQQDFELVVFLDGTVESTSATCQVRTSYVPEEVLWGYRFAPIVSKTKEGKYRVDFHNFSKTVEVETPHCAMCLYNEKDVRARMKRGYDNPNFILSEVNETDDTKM
PPARg SRC1 recr = PPARgamma agonists recruiting SRC-1 coactivator, primary screen, biochemical. Peroxisome proliferator-activated receptor gamma (Homo sapiens), P37231. PPARgamma-SRC-1 coactivator recruitment biochemical assay. activation, % at 8 µM. actives 0.41% (n = 200,000). AID 631, 2007; in the data active = activation above about 19%;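 also: 0% = DMSO and 100% = reference agonist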
STAT3 blocker = IL-6 driven STAT3 reporter inhibitors, primary screen, U3A cells, luciferase, luminescence, MLSCN library | AID 862, 2007 | actives 0.89% (n = 190,000) | IL-6 STAT3-luciferase reporter; host cell line lacks STAT1 | inhibition, % at 5.5 µM;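 active = inhibition above the mean inhibition across all screened compounds plus 3 SD, cut at about 44% in these data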;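 also: 0% = DMSO only wells and 100% = 100 µM nifuroxazide control wells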
TLR4-MyD88 BLA = inhibitors of TLR4-MyD88 association in cells, primary screen, cell-based, HeLa CL3-4, BLA complementation, FRET ratio; Toll-like receptor 4 (Homo sapiens) + Myeloid differentiation primary response protein …; HeLa CL3-4 TLR4/MyD88 BLA complementation; inhibition, % at 8.4 µM; actives 0.18% (n = 200,000); in the data active = inhibition above about 25%;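 also: 0% = vehicle and 100% = reference inhibitor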
RAM inhibit = inhibitors of the yeast RAM network, primary screen, dse1pr::URA3 reporter, 5-FOA selection. S. cerevisiae dse1pr::URA3 reporter, 5-FOA growth OD615, 2 d; analog-sensitive cbk1-as2 kinase mutant strain. inhibition, % at 50 µM. actives 1.8% (n = 190,000);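 active = inhibition above a set limit, 3 SD over mean compound inhibition, cut at about 8.4% in these data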;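 also: 0% = DMSO-only wells with no growth and 100% = 10 µM 1-NA-PP1 full growth; inhibition rescues growth on 5-FOA so higher OD means more RAM inhibition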
S1P3 antagonist = S1P3 receptor antagonists, primary screen, cell-based; AID 485, 2006; CHO S1P3 NFAT-BLA reporter, FRET fluorescence, antagonist mode; inhibition, % at 4.98 µM; actives 0.27% (n = 170,000);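 active = inhibition above the plate cutoff, the mean inhibition of test wells on that plate plus 3 SD, cut at about 28% in these data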;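 also: cells challenged with S1P at its EC80 of 0.8 µM; blue over green emission ratio from cleaved BLA substrate after 4 h stimulation; 0% = S1P-stimulated wells and 100% = unstimulated DMSO-only wells; some compounds past the cut are filed as inactive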
Target sequence (Q99500 whole entry, looked up): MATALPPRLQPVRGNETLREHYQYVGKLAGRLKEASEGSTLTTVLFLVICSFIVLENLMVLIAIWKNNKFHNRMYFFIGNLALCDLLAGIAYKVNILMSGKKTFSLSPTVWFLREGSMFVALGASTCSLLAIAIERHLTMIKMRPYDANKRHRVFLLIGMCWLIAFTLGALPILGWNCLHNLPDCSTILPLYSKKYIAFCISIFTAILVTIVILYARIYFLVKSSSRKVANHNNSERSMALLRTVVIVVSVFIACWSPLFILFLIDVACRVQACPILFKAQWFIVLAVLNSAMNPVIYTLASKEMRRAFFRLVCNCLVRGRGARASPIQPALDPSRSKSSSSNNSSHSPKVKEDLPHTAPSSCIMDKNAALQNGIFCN
STAT3 act = IL-6 driven STAT3 reporter potentiators, primary screen, U3A cells, luciferase, luminescence, MLSCN library. IL-6 STAT3-luciferase reporter; 100% = signal with IL-6 EC80 alone. activation (% of control), % at 5.6 µM. actives 0.91% (n = 190,000). AID 871, 2007;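 active = activation above the screen-wide mean of compound activation plus 3 SD, cut at about 130% in these data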;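 also: 0% = background luminescence of wells with medium and substrate only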
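Material: human STAT1-deficient U3A cells with stable STAT3-luciferase reporter / Probe or stimulus: IL-6 stimulus at 33 ng/mL final / Schedule: 1 h compound pre-exposure, 6 h IL-6 stimulation, 37 °C / Technique: luminescence / Read-out basis: percent of IL-6-only median luminescence / Control set: IL-6-only high control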
PPARg SRC-3 ag = PPARgamma agonists recruiting SRC-3 coactivator, primary screen, biochemical; AID 731, 2007; activation, % at 8 µM; actives 0.26% (n = 200,000); Peroxisome proliferator-activated receptor gamma (Homo sapiens), P37231; biochemical PPARgamma/SRC-3 coactivator recruitment assay; in the data active = activation above about 23%;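 also: 0% = DMSO and 100% = reference agonist; some compounds past the cut are filed as inactive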
STAT1 blocker = STAT1 signaling inhibitors, primary screen, cell-based, HTS, luciferase reporter | NIH 3T3 STAT1-luciferase reporter, IFN-gamma, luminescence | inhibition, % at 5.5 µM | actives 0.35% (n = 200,000) | AID 920, 2007;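 active = inhibition above a set limit, the mean inhibition across all tested compounds plus 3 SD, cut at about 34% in these data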;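 also: 0% = IFN-gamma with DMSO and 100% = IFN-gamma with 300 µM nifuroxazide; values of inactives mirror those of a sister screen read the other way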
TR-FRET SRC-2 ct = TR-FRET signal artefacts, primary screen, artefact control for PPARgamma SRC-2 agonist project, biochemical; TR-FRET artefact counter-screen; stronger effect = higher value; TR-FRET ratio at 8 µM; actives 0.4% (n = 200,000); AID 1049, 2008; in the data active = TR-FRET ratio above about 2000; also: inactives centre near 1500
* marks the source's active call; other numbers are inactive results; nt = no result given.

No.	canonical_smiles	PPARg SRC2 recr	ROMK mod	PPARg SRC1 recr	STAT3 blocker	TLR4-MyD88 BLA	RAM inhibit	S1P3 antagonist	STAT3 act	PPARg SRC-3 ag	STAT1 blocker	TR-FRET SRC-2 ct
1	Cc1ccn(C(=O)c2cc3ccccc3oc2=O)n1	-3	nt	7	-15	12	1.6	nt	116	4	2	1635
2	CN1CCN(S(=O)(=O)c2ccc(N3CCc4ccccc4C3)nc2)CC1	2	0.0048	3	4	10	-0.5	-8	99	2	-6	1593
3	CCc1c(C(=O)Nc2ncn(Cc3cccc(C)c3)n2)csc1C	-1	nt	7	6	4	1.8	19	97	11	-1	1689
4	Cc1ccc(Nc2c([N+](=O)[O-])c(=O)oc3ccccc23)cc1C	-4	0.13	-1	-9	-10	3.2	1	112	-1	9	1329
5	COC(=O)c1ccc(Cn2cc(Cl)cn2)cc1	3	-0.0045	-4	11	3	0.9	-11	94	-1	-2	1545
6	O=C(Nc1ccc(F)c([N+](=O)[O-])c1)c1ccc2c(c1)OCCO2	2	-1.6	3	22	9	2.3	1	86	-2	-7	1620
7	COc1ccc(S(=O)(=O)N2CCCN(CC(=O)Nc3ccc(OC)c(Cl)c3)CC2)cc1	8	-1.4	3	15	6	-0.8	14	91	7	5	1438
8	COc1cc(C)nc(N2CCCC(C(=O)Nc3ccccc3Br)C2)n1 (stereo not drawn)	2	0.1	4	18	-3	2.1	-18	87	2	9	1496
9	CC(C)n1cc(C(=O)c2ccccc2O)cc(C#N)c1=O	-3	1	0	5	-8	2.5	7	97	3	2	1527
10	COC(=O)[C@@H]1C[C@H]1[C@@H](NC(=O)c1ccccc1)c1ccccc1	-11	-0.53	6	2	0	-0.3	-1	96	1	-3	1342
11	O=S(=O)(c1ccccc1)N1CCCC1c1nc2ccccc2s1 (stereo not drawn)	4	nt	2	13	13	3.6	nt	92	-8	-3	1567
12	CC(C)CC(=O)Nc1ccccc1N1CCOCC1	11	nt	6	10	6	0.3	-29	98	-7	1	1668
13	O=C(COC(=O)Cc1ccccc1[N+](=O)[O-])NCc1ccc(F)cc1	3	nt	5	10	-3	0.5	1	96	3	8	1507
14	CCC(c1nnnn1Cc1ccc2c(c1)OCO2)N1CCN(c2ccccc2)CC1 (stereo not drawn)	2	-0.48	0	-2	0	2.0	5	103	-2	5	1572
15	CC(=O)c1ccccc1N(C(=O)c1ccco1)C(C(=O)NC1CCCC1)c1ccc(N2CCOCC2)cc1 (stereo not drawn)	1	0.82	1	1	-5	0.8	-2	104	-4	4	1611
16	C/C(=N\OCC(=O)Nn1c(=O)[nH]c2ccccc2c1=O)c1cccs1	1	0.29	6	0	-9	5.9	-13	101	1	-17	1601
17	O=C(Nc1ccc2nc(-c3ccco3)[nH]c2c1)c1ccco1	5	1.1	-1	22	3	1.2	nt	82	-1	-6	1444
18	O=C(CCN1CCc2ccccc2C1)Nc1ccccc1	7	nt	5	-31	3	2.6	2	128	0	3	1564
19	Cc1sc2ncn(CC(=O)NCC3COc4ccccc4O3)c(=O)c2c1S(=O)(=O)N1CCOCC1 (stereo not drawn)	-2	-1.4	-8	10	4	1.9	-15	95	-1	10	1448
20	COc1ccccc1NS(=O)(=O)c1cc(NC(=O)CCC2CCCC2)ccc1N1CCOCC1	5	0.43	-2	-2	-3	3.6	11	104	3	22	1686
21	COc1ccc(-n2ncc3c(N4CCN(c5cc(C)ccc5C)CC4)ncnc32)cc1	11	nt	6	2	-4	-0.1	-15	106	10	-4	1595
22	Cc1cccc2sc(N(CCN(C)C)C(=O)/C=C/c3cccs3)nc12	9	nt	-3	-9	-9	1.0	-3	104	3	2	1473
23	COc1ccccc1NC(=S)NNC(=S)Nc1ccc(OC(F)F)cc1	-1	nt	-5	-2	11	0.1	18	101	6	-10	1655
24	Clc1cccc(-c2cc3nc4c(c(NCc5ccco5)n3n2)CCCC4)c1	3	-0.48	2	14	3	-1.5	nt	93	6	-59	1508
25	O=C(CSc1ncccn1)c1ccccc1Br	0	nt	9	5	2	-0.1	4	99	-10	-22	1334
26	COc1ccc(Cl)cc1C(=O)Nc1ccc(S(=O)(=O)N2CCCC2)cc1	3	nt	8	18	-4	4.3	nt	85	6	-4	1537
27	CCOC(=O)c1c(C)c(C)n(Cc2cccc(OC)c2OC)c1C	5	1	0	-4	2	2.2	3	107	3	12	1568
28	CCOC(=O)c1ccc(NC(=O)CCc2ccc(C)o2)cc1	3	0.18	0	16	6	2.5	-3	94	-7	5	1458
29	COC(=O)C1CSC(C(=O)OC)N1C(=O)CN1CCN(c2ccc(OC)cc2)CC1 (stereo not drawn)	5	0.64	2	10	5	0.0	15	98	2	-2	1867
30	CCn1c(/C=N/n2cnnc2)nc2ccccc21	11	-0.13	2	5	-2	1.2	-22	102	4	6	1536
31	Cn1c(SCC(=O)c2ccc(F)cc2)nc2cccnc21	-10	-0.98	2	27	6	2.1	1	78	-13	2	1494
32	CCCC(C)C(=O)Nc1ccc(Cl)cc1Cl (stereo not drawn)	3	1.1	-1	-5	-18	-0.5	nt	105	10	-3	1549
33	Cc1ccc2cc(C(c3nnnn3C3CCCC3)N(Cc3cccnc3)Cc3ccco3)c(=O)[nH]c2c1 (stereo not drawn)	1	-2.4	5	4	-7	-0.5	-13	100	-1	3	1443
34	CCOC(=O)C1=C(C)NC(=O)CC1c1cc2c(cc1Br)OCO2 (stereo not drawn)	5	nt	11	3	-3	1.3	-19	103	1	0	1570
35	COc1ccc(/C=C/c2nc3ccccc3n2C)cc1	5	0.62	6	102*	4	1.4	11	10	4	94*	1583
36	COc1ccc(-c2nc(SCC(=O)NC3CCCC3)c(-c3ccc(OC)cc3)[nH]2)cc1	24*	-0.41	7	-11	2	-0.1	-3	109	10	9	1685
37	CCN1CCN(C(=O)CN(Cc2ccccc2)S(C)(=O)=O)CC1	-4	nt	-3	-1	2	1.5	-34	101	1	-8	1635
38	O=C(Nc1nc2ccc(F)cc2s1)C1=NN(c2ccccc2)C(=O)CC1	-1	nt	-1	2	0	4.4	-4	101	0	-10	1423
39	CC(Cl)C(=O)Nc1ncc(C(F)(F)F)cc1Cl (stereo not drawn)	-6	-0.25	-1	-4	-2	0.5	nt	102	-5	-2	1553
40	Cc1ccc2nc(N(CCCN(C)C)C(=O)CN3C(=O)c4ccccc4C3=O)sc2c1	-7	-0.31	-4	9	6	-0.2	-11	103	-1	-2	1384
41	CCN1CCN(Cc2c(O)ccc3c(=O)c(-c4ccc(OC)c(OC)c4)c(C(F)(F)F)oc23)CC1	2	0.12	8	5	15	-0.3	9	98	7	5	1706
42	Oc1c(C(c2cccs2)N2CCOCC2)sc2ncnn12 (stereo not drawn)	-5	nt	5	10	-8	1.9	-7	99	-5	-2	1456

Quoted at random: 6 records from the list
No.	canonical_smiles	PPARg SRC2 recr	ROMK mod	PPARg SRC1 recr	STAT3 blocker	TLR4-MyD88 BLA	RAM inhibit	S1P3 antagonist	STAT3 act	PPARg SRC-3 ag	STAT1 blocker	TR-FRET SRC-2 ct
33	Cc1ccc2cc(C(c3nnnn3C3CCCC3)N(Cc3cccnc3)Cc3ccco3)c(=O)[nH]c2c1 (stereo not drawn)	1	-2.4	5	4	-7	-0.5	-13	100	-1	3	1443
39	CC(Cl)C(=O)Nc1ncc(C(F)(F)F)cc1Cl (stereo not drawn)	-6	-0.25	-1	-4	-2	0.5	nt	102	-5	-2	1553
40	Cc1ccc2nc(N(CCCN(C)C)C(=O)CN3C(=O)c4ccccc4C3=O)sc2c1	-7	-0.31	-4	9	6	-0.2	-11	103	-1	-2	1384
32	CCCC(C)C(=O)Nc1ccc(Cl)cc1Cl (stereo not drawn)	3	1.1	-1	-5	-18	-0.5	nt	105	10	-3	1549
41	CCN1CCN(Cc2c(O)ccc3c(=O)c(-c4ccc(OC)c(OC)c4)c(C(F)(F)F)oc23)CC1	2	0.12	8	5	15	-0.3	9	98	7	5	1706
38	O=C(Nc1nc2ccc(F)cc2s1)C1=NN(c2ccccc2)C(=O)CC1	-1	nt	-1	2	0	4.4	-4	101	0	-10	1423
